Screening results deposited in PubChem BioAssay by National Center for Advancing Translational Sciences (NCATS).
a7 integrin act: qHTS for Activators of Integrin-Mediated Alleviation for Muscular Dystrophy. alpha7betagal myoblasts, beta-gal FDG fluorescence, 48 h. AID 624291, 2012. 350,000 tested, 0.064% active. Potency, µM (highest dose often 38.3 µM), for inactives: at the highest dose activation, hits mostly activators;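 also: potency is read from the fitted curve at half-maximal effect; 100% = response of the positive control SU9516; nearly all actives have a fitted effect of over 60% in size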
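Alpha7betagal+/- myoblasts (passage 13) were plated 16-24 hr, then exposed to compounds (1:260 dilution of DMSO stock) for 48 hours at 37C. After MPER lysis, β-galactosidase reporter activity was read as FDG fluorescence (ex 480/em 540) after 30 minutes.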
BRCA1 expr up: qHTS Assay to Identify Small Molecule Activators of BRCA1 Expression; MCF7-BRCA1-FFLuc reporter, luminescence, 48 h; response scale: scaled: vehicle 0%, 10 µM genistein 100%; 380,000 tested, 1.1% active; Potency, µM (top dose mostly 46.1 µM), for the others: at the top dose activation, most hits filed as activators; AID 624202, 2012; also: potency is read from the fitted curve at half-maximal effect; nearly all actives have a fitted effect of over 80% in size; some results filed as inactive show a strong effect at the top dose
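Luminescence from a BRCA1-driven firefly luciferase in MCF7 cells was read after 48 h compound exposure at 37 C. Data normalized against DMSO and a 10microM genistein activation control, then curve-fitted across the titration.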
p53 reactivation: qHTS assay for re-activators of p53 using a Luc reporter. 320,000 tested, 0.063% active. AID 504706, 2011. H1299 p53-A138V BP100-luciferase reporter, luminescence, 24 h. Potency, µM (titrated, usually from 92.2 µM), without a hit: at the highest dose activity change, positive = activation, hits mostly activators; also: potency is read from the fitted curve at half-maximal effect; % of control where 0% means no effect; nearly all actives have a fitted effect of over 45% in size
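H1299 (p53-null), stable ts p53-A138V + BP100-Luc; 1000 cells/well, Opti-MEM/10% FBS; cpd 4 pt, 1:5; 24 h, 37 deg C, 5% CO2; detection reagent 10 min RT; luminescence.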
A-T KAP1 phos: qHTS Assay for Identifying a Potential Treatment of Ataxia-Telangiectasia; […] A-T fibroblasts, KAP-1 phosphorylation AlphaLISA; neocarzinostatin DNA damage 30 min before lysis; Potency, µM (doses to about 57.5 µM), for the others: at the highest dose activation, usual class: activators; 320,000 tested, 0.19% active; AID 485349, 2010; also: potency is read from the fitted curve at half-maximal effect; % of control where 0% means no effect; nearly all actives have a fitted effect of over 45% in size
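ATM-like activity read as KAP-1 phosphorylation via AlphaLISA donor/acceptor antibody pairs after lysis and 6 hr at 25C. Cells were ATM-null patient fibroblasts ([…], hTERT), dosed 60 min, then exposed to the DSB inducer NCS for 30 min.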
B2AR arrestin: qHTS assay of beta-arrestin-biased ligands of beta2-adrenergic receptor; Beta-2 adrenergic receptor (Homo sapiens), P07550; beta-arrestin recruitment to beta2AR, cell-based reporter; Potency, µM (series often up to 46.1 µM), inactives show at the highest dose activation, actives largely listed as activators; 330,000 tested, 0.02% active;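 also: potency is read from the fitted curve at half-maximal effect; 0% = DMSO controls and full agonism = EC100 isoproterenol or metaproterenol; nearly all actives have a fitted effect of over 65% in size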
Target sequence (P07550 whole entry, looked up): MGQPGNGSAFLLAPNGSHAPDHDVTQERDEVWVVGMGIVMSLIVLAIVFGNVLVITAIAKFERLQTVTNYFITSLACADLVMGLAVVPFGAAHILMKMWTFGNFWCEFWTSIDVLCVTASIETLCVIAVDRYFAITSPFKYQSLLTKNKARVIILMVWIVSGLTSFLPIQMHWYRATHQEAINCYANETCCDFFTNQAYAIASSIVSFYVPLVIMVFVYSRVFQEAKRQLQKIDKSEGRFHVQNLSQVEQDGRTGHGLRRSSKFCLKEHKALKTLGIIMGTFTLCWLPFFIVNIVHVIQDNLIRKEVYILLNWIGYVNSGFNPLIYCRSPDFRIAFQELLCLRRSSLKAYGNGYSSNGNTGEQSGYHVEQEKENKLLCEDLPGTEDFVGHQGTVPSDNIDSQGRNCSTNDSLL
PTAP TSG101 blk: qHTS Assay for Iinhibitors of HIV-1 Budding by Blocking the Interaction of PTAP/TSG101. 340,000 tested, under 10 active. Potency, µM (top dose mostly 115 µM), for inactives: top-dose activity change, negative = inhibition, usual class: inhibitors. Tumor susceptibility gene 101 protein (Homo sapiens), Q99816. Fluorescence polarization, FITC-PTAP peptide / Tsg101 binding; active = well fitted inhibition curve with a large enough effect in the main read-out, with a control signal flat, not every such curve was filed as active; inconclusive = small, poorly fitted or top-dose-only effect, or effect the other way, or a change in a side signal; inactive = no such curve, though single readings can be large or run the other way; also: potency is read from the fitted curve at half-maximal effect; % of control where 0% means no effect
Target sequence (Q99816 whole entry, looked up): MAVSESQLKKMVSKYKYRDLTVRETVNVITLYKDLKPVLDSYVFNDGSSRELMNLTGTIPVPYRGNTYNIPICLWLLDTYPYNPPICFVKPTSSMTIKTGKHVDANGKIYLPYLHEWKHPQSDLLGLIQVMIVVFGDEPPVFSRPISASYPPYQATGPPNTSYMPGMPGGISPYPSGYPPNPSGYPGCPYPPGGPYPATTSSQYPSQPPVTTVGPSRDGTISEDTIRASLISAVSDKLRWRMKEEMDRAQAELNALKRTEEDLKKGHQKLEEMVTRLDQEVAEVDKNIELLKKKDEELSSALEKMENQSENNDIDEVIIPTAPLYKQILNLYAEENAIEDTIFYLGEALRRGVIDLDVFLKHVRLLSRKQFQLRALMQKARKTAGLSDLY
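Fluorescence polarization binding of Tsg101 binding domain (10 uM final) to FITC-labeled PTAP peptide (50 nM final) in HEPES pH 7.5 buffer with NaCl, Tween 20, EDTA, TCEP. Compounds added before peptide; binding 20 min at RT.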
TCR act: Activators of T cell receptors: qHTS campaign; primary human leukocytes, anti-CD3, IL-2 HTRF, 48 h; Potency, µM (highest dose often 9.22 µM), inactives show at the highest dose activation of IL-2 secretion, usual class: activators; 330,000 tested, under 10 active; also: % of control where 0% means no effect
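Human primary leukocytes + a-CD3 beads + cpd, 48 hr; IL-2 in supernatant by HTRF (ex 320nm / em 665nm). No co-stimulatory signal supplied.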
TRPV1 ag: HTS Assay for Compounds that Act as Agonists of the Vanilloid Receptor 1 | 320,000 tested, 0.19% active | activation, % at 8.33 µM | Transient receptor potential cation channel subfamily V member 1 (Homo sapiens), Q8NER1 | TRPV1-expressing cells, Fluo-8 calcium influx, agonist mode; in the data active = activation above about 80%; inconclusive = between about 30% and that limit; also: 0% is about no effect
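Fluo-8 calcium influx in TRPV1-expressing cells, kinetic read (ex 480/em 520 nm). Compound added and read 3 min for agonist activity, followed by capsaicin at EC20 final and 2 min further read for enhancement.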
ELG1 repair inh: qHTS screen for small molecules that inhibit ELG1-dependent DNA repair in human embryonic kidney (HEK293T) cells expressing luciferase-tagged ELG1. HEK293T ELG1-luciferase reporter, luminescence, 16 h; DNA damage induced by 5-fluorouridine. Potency, µM (doses to about 46.1 µM), without a hit: at the highest dose activity change, negative = inhibition, most hits filed as inhibitors. 330,000 tested, 2.3% active; also: potency is read from the fitted curve at half-maximal effect; % is scaled to controls: 0 for no effect and ±100 for the full control effect; nearly all actives have a fitted effect of over 55% in size
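Quantitative HTS, concentration-response format. 2,000 cells/well co-treated with 5-fluorouridine and compound, 16 hr in 5% CO2 at 37 °C; ONE-Glo luminescence read after 30 min.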
CXXC DNA block: qHTS Fluorescence Polarization Assay for Inhibitors of MLL CXXC domain - DNA interaction. Histone-lysine N-methyltransferase 2A (Homo sapiens), Q03164. MLL-CXXC / FITC-HOXA9 DNA fluorescence polarization. Potency, µM (titrated, usually from 115 µM), without a hit: at the top dose activity change, negative = inhibition, usual class: inhibitors. 290,000 tested, 0.037% active; active = well fitted inhibition curve with a large enough effect in the polarisation, with a control signal flat, not every such curve was filed as active; inconclusive = small, poorly fitted or top-dose-only effect, or effect the other way, or a change in a side signal; inactive = no such curve, though single readings can be large or run the other way; the % refers to the polarisation; also: potency is read from the fitted curve at half-maximal effect
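Steps: dispense CXXC domain solution (7 uM) → pin compounds or unlabeled HOX-A9 DNA control → 5 min ambient → add FLSN-HOX-A9 solution (50 nM) → spin → 30 min ambient → fluorescence polarization. Tris pH 7.5/NaCl/DTT/BSA buffer.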
* marks the source's active call; other numbers are inactive results; ? = inconclusive; nt = not tested or not shown; [ ] = another dose, or the depositor's remark. Unless noted, calls follow the shape of the dose curve; as a rule, active = well fitted curve in the direction sought with a large enough effect; inconclusive = small, poorly fitted or top-dose-only effect, or another doubt; inactive = no such curve, though single readings can be large; an effect the other way counts as inactive or inconclusive.

No. | smiles | a7 integrin act | BRCA1 expr up | p53 reactivation | A-T KAP1 phos | B2AR arrestin | PTAP TSG101 blk | TCR act | TRPV1 ag | ELG1 repair inh | CXXC DNA block
1 | CC1(C)CC(=O)C(=C2SCCCS2)C(=O)C1 | -10% | -13% | -5% | -2% | -1.1% | -1% | -1%[46.1 µM] | 0 | -9% | 5%
2 | CCOc1ccc(N(CC(=O)Nc2cccnc2)S(C)(=O)=O)cc1 | 14% | 3% | 7% | 3% | -0.1% | -8% | 2% | 3 | -4% | -2%
3 | CSc1ccc(CCNC(=O)CN2C(=O)c3cccnc3Oc3ccc(C)cc32)cc1 | 0% | -28% | -18% | -2% | 0.5% | -5% | -6% | -2 | -10% | 8%
4 | CCCN1C2=C(C(=O)CC(C)(C)C2)C(c2ccc(F)cc2)C2=C1c1ccccc1C2=O (configuration not stated) | -16% | -42% | 2% | 3% | 4.3% | 3% | 0% | 3 | ? | ?
5 | CCOc1ccccc1Nc1ccc(C(=O)O)cc1[N+](=O)[O-] | 11% | 6% | -4% | -2% | -0.7% | -6% | 4% | -1 | -18% | 5%
6 | O=C(CCN1C(=O)c2ccccc2S1(=O)=O)Nc1ccc2c(c1)OCCO2 | 13% | 3% | 9% | 4% | 1.1% | -7% | nt | -7 | 1% | -3%
7 | CCOc1ccc(/C=N/NC(=O)CN2CCCCC2)cc1OCC | -15% | -7% | nt | -1% | ? | -1% | -1% | 2 | -4% | -3%
8 | Cc1ccc(S(=O)(=O)/N=S(/C)c2ccccc2)cc1 (configuration not stated) | -6% | -15% | 0% | 16% | 0.1% | 0% | 2% | 3 | 14% | -1%
9 | COc1ccc(NC(=O)c2ccc(C)cc2)c[n+]1[O-] | ? | 15% | 6% | 1% | -0.1% | -3% | -1% | 1 | 23% | 18%
10 | CC(=O)Nc1ccc(OCC(O)Cn2nc(C)c(Br)c2C)cc1 (configuration not stated) | 2% | -6% | -12% | 0% | 0.0% | -2% | -4%[46.1 µM] | 1 | -11% | 0%
11 | CSc1cccc(-n2ccc(=O)c(C)c2C)c1 | ? | -15% | 3% | -2% | -0.5% | -4% | 11% | -1 | 3% | 3%
12 | COc1cc(C(=S)N2CCC(C(N)=O)CC2)ccc1O | 15% | 3% | 2% | -14% | -0.4% | -1% | 2% | -1 | -12% | -3%
13 | COC(=O)C1=COC(C)C2CN3CCc4c([nH]c5ccccc45)C3CC12 (configuration not stated) | 22% | -7% | -3% | 4% | 0.1% | ? | -5% | 2 | -6% | -8%
14 | CCNC(=O)Cn1cc(C(F)(F)F)cc(Cl)c1=O | 6% | 1% | -3% | 8% | -0.1% | 0% | -1% | 5 | 2% | 4%
15 | CCCCNC(=S)N/N=C/c1ccc(C)s1 | -5% | 33% | ? | nt | -0.1% | -3% | 2% | ? | ? | 10%
16 | CO[C@H]1CC[C@@]2(C)[C@@H](CC[C@@H]3[C@@H]2CC[C@@]2(C)[C@H]3C[C@H](C(=O)N[C@@H](CCCN=C(N)N)C(=O)NCC(=O)N[C@@H](CC(=O)O)C(N)=O)O[C@]23CCCO3)C1 | -9% | 2% | 6% | -19% | -0.1% | 0% | -9%[46.1 µM] | nt | 9% | nt
17 | Nn1c(SCC(=O)Nc2ccc(N3CCOCC3)cc2)nnc1-c1ccccc1F | 14% | 36% | ? | -7% | 0.2% | -5% | 9% | -3 | ? | nt
18 | O=C(c1ccccc1F)N1CCN(Cc2cccc(Cl)c2)CC1 | 2% | -5% | -8% | 5% | -0.4% | -4% | 4%[46.1 µM] | 5 | ? | -12%
19 | O=C(COC(=O)c1ccc(Cl)nc1)Nc1ccc2c(c1)OCCO2 | -14% | 10% | 9% | 4% | 0.2% | -3% | 5% | 0 | 22% | nt
20 | Cc1nc(-c2cccc(S(=O)(=O)N3CC(C)OC(C)C3)c2)cs1 (configuration not stated) | -6% | -17% | -2% | 2% | -0.2% | -3% | 1% | 12 | ? | 1%
21 | CCOc1ccccc1NC(=O)CCS(=O)(=O)c1ccc2c(c1)CC(C)N2C(C)=O (configuration not stated) | -4% | -8% | 11% | 14% | -1.7% | -2% | -3% | 0 | 0% | 12%
22 | CCc1cccc2c(C(=O)CN3C(=O)NC4(CCCCC4)C3=O)c[nH]c12 | -43% | -70% | -13% | 17% | 2.7% | -6% | 0%[46.1 µM] | nt | ? | nt
23 | Cn1nnnc1SCc1ccc(CSc2nnnn2C)cc1 | 10% | 2% | -1% | 6% | -1.1% | 0% | 2% | 0 | -6% | 0%
24 | CCOc1ccc2ccccc2c1CNc1nnnn1CC | -9% | 0% | 9% | 0% | -0.3% | -2% | 1% | 1 | 0% | 8%
25 | O=C1/C(=C/C=C/c2ccco2)SC(=S)N1NS(=O)(=O)c1ccccc1 | 25% | -4% | 2% | -2% | 0.0% | -1% | 3% | 3 | -3% | 2%
26 | CN(C)CCCNc1ccc(-c2n[nH]c(=O)c3ccccc23)cc1[N+](=O)[O-] | -80%[inhibitor] | 19% | nt | -10% | -1.1% | -4% | nt | -4 | -4% | ?
27 | CCN(CC(=O)N1CCCC1)S(=O)(=O)c1cc(C)ccc1OC | -25% | -6% | 4% | -1% | -1.0% | 2% | 9% | -2 | -3% | -3%
28 | Cc1nn(CCC(=O)NNC(=S)Nc2ccc([N+](=O)[O-])cc2)c(C)c1[N+](=O)[O-] | 1% | 9% | 1% | 0% | 0.0% | 0% | -7% | -2 | -4% | 3%
29 | Cc1sc2ncnc(N3CCC(C(=O)Nc4ccccc4C(C)(C)C)CC3)c2c1C | -17% | -41% | -12% | 15% | 0.1% | -2% | -2% | 3 | 9.2µM* | nt
30 | COCCC(=O)N1CCC(Oc2ccc(C(=O)NCCn3cccn3)cc2)CC1 | -10% | 0% | 2% | 10% | 4.6% | -2% | 4% | -5 | 7% | 6%
31 | CC1CC(C)CN(CCCNC(=O)c2ccc3c(c2)NC(=O)CS3)C1 (configuration not stated) | -4% | -22% | -5% | -2% | -0.3% | 4% | -1% | 3 | ? | 10%
32 | O=C(O)CN(C1CCCCC1)S(=O)(=O)c1ccc(F)cc1 | 28% | -15% | -1% | 7% | -0.1% | -3% | 3% | 0 | -4% | 3%
33 | COC(=O)c1c(NC(=O)CSc2ccccc2N)sc(C)c1C | 10% | -25% | -6% | 7% | -0.1% | -2% | -6% | 8 | -16% | 16%
34 | CCc1ccc(NC(=O)COc2ccc(/C=C(/C#N)c3nc4ccccc4[nH]3)cc2OC)cc1 | -5% | -88% | -4% | 0% | 0.1% | 0% | 2%[46.1 µM] | 2 | ? | 18%
35 | S=C(NCc1ccccc1)N1CCN(c2cccc(Cl)c2)CC1 | -13% | -14% | -2% | 6% | 0.2% | -11% | 0% | ? | ? | 7%
36 | COc1ccc(N2Cc3ccccc3C2=NC(=O)c2cncc(Br)c2)cc1 | -25% | 25% | 17% | 4% | 0.5% | 0% | 0% | 5 | ? | 8%
37 | CCNS(=O)(=O)c1c(C)cc(C)c(N(C)S(=O)(=O)c2ccccc2)c1C | 28% | -3% | -2% | 2% | -0.3% | 0% | -3% | 11 | -7% | -3%
38 | COc1cccc(C(C(=O)NC2CCCCC2)N(C(=O)c2ccco2)c2ccccc2OC)c1 (configuration not stated) | -25% | -10% | -2% | -2% | 0.4% | 0% | 0% | 12 | 0% | -3%
39 | CCOC(=O)C1CCN(C(=O)COc2cccc(C)c2)CC1 | -12% | 0% | -11% | 2% | -0.2% | -5% | 10% | 2 | 17% | 13%
40 | Cc1ccc(NC(=O)c2ccc(Br)o2)c([N+](=O)[O-])c1 | 1% | -30% | nt | nt | nt | -1% | -3% | nt | nt | nt
41 | COc1cnc(-c2ccccn2)nc1N(C)C | -30% | -68% | ? | 0% | -0.2% | -2% | 0% | -2 | ? | -4%
42 | Cc1ccc(-c2nn[nH]n2)cc1 | 7% | -1% | 4% | -1% | -0.2% | -1% | -6% | -3 | 22% | 5%
43 | COC(=O)C(NC=O)C(O)(Cc1ccccc1)C(F)(F)F (configuration not stated) | 13% | -49% | 8% | 6% | 0.4% | -1% | 4% | -1 | ? | 0%
